yeast cln2 rad14 – NCI yeast anticancer drug screen, S. cerevisiae cln2 rad14 strain; hit rate 8.3% among 78,000; growth inhibition, % at 50 µM;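 further: 0% = growth of vehicle-only cultures of the same strain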
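Compounds are applied to the cln2 rad14 yeast strain, and growth is then compared with that of vehicle-treated cultures to give inhibition.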
sgs1 mgt1 – NCI yeast anticancer drug screen, S. cerevisiae sgs1 mgt1 strain | % growth inhibition at 50 µM | hit rate 10% among 78,000;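 further: 0% = growth of vehicle-only cultures of the same strain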
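Percent growth inhibition was derived by comparing compound-exposed mutant yeast with vehicle-exposed cultures. The strain carries alterations in DNA damage repair.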
bub3 – NCI yeast anticancer drug screen, S. cerevisiae bub3 mutant strain. growth inhibition, % at 50 µM. AID 167. hit rate 9.9% among 78,000;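 further: 0% = growth of vehicle-only cultures of the same strain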
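Part of a panel of yeast mutants defective in DNA damage repair or cell cycle regulation. Each strain is grown with compound, and inhibition is calculated relative to solvent-treated cultures.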
mec2-1 – NCI yeast anticancer drug screen, S. cerevisiae mec2-1 strain; hit rate 9% among 79,000; AID 157; growth inhibition, % at 50 µM;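 further: 0% = growth of vehicle-only cultures of the same strain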
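Test agents were screened against the mec2-1 yeast strain, with defined DNA repair or cell cycle alteration. Growth was scored as inhibition against vehicle-only controls.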
yeast mlh1 rad18 – NCI yeast anticancer drug screen, S. cerevisiae mlh1 rad18 strain; growth inhibition, % at 50 µM; AID 175; hit rate 11% among 79,000;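 further: 0% = growth of vehicle-only cultures of the same strain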
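Growth inhibition of the yeast strain was measured after compound exposure and expressed relative to vehicle-treated controls. The strain carries defined defects in DNA damage repair.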
yeast rad50 – NCI yeast anticancer drug screen, S. cerevisiae rad50 strain; AID 155; hit rate 10% among 79,000; % growth inhibition at 50 µM;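 further: 0% = growth of vehicle-only cultures of the same strain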
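Cells are treated with compound, grown, and their growth is then scored against vehicle-only cultures of the same repair-deficient yeast strain.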
Starred values were filed as active, the others as inactive; & = joins results of further samples. No stated cut-off is given here; in the data, active means growth inhibition above about 70%; inactive means the rest.

SMILES	yeast cln2 rad14	sgs1 mgt1	bub3	mec2-1	yeast mlh1 rad18	yeast rad50
CC(=O)OC1C=CC2Oc3ccc(C)cc3C1(C)O2 (centres undefined)	28	14	24	-4	35	13
CCOC(=O)C(=Cc1cccnc1C)C(=O)OCC	46	61	73*	52	58	71*
Nc1ncncc1C(C1=C(O)COC1=O)C1=C(O)COC1=O	35	8	-7	6	5	8
CC(=O)CCC(CCCC(CCC(C)=O)[N+](=O)[O-])[N+](=O)[O-] (centres undefined)	-9	1	14	15	4	-7
O=C1NC(=O)/C(=C\c2cccc([N+](=O)[O-])c2)N1	-14	-23	-2	-33	-8	-21
O=C1CSC(=S)N1Cc1ccccc1Cl	97*	98*	95*	96*	99*	99*
Cn1c(-c2ccccc2)c2c(c1-c1ccccc1)C(=O)c1ccccc1C2=O	6	20	2	9	11	-13
CNC(=S)NNC(=O)C(Cc1ccc([N+](=O)[O-])cc1)C(=O)NNC(=S)NC	23	57	12	19	46	57
Cc1ccc(CNC(=S)Nc2ccc(F)cc2)c(C)c1	-25	30	46	30	27	-8
Nc1nc(Cl)nc(Cl)c1N	-23	-17	-9	7	-3	-22
OC(c1ccc(-c2ccccc2)cc1)(c1ccc(-c2ccccc2)cc1)c1ccc(-c2ccccc2)cc1	-26	16	2	16	29	3
O=C1/C(=C\c2ccccc2)CCC/C1=C\O	34	6	20	46	58	40
[O-]c1on[n+]2c1c(Nc1ccc(Cl)cc1)nc1ccccc12	-21	-22	-37	-28	-40	-31
C[N+](C)(C)c1cccc2c1CCC/C2=N\N	22	12	2	3	9	51
O=C(CI)Nc1ccc2oc(=O)c(C(=O)O)cc2c1	-64	5	-3	-6	-13	-7
N#Cc1c(-c2ccc([N+](=O)[O-])cc2)c(C#N)c(=O)n(NS(=O)(=O)c2ccccc2)c1O	7	18	22	43	43	6
CC(C(=O)O)C1(O)CCCCC1 (centres undefined)	-25	-8	14	-14	-8	1
CN(C)C1C(=O)c2ccccc2C1=O	-5	-30	0	-28	-15	-35
CCCCC/C=C/C/C=C\CCCCCCCC(=O)NC(Cc1ccc(C)cc1)c1ccccc1 (centres undefined)	-4	5	-6	8	13	42
CCOC(=O)C(NC(=O)c1ccc(N=NN(C)C)cc1)C(C)C (centres undefined)	-3	-27	3	-21	-30	-5

For reference, some entries already given:
SMILES	yeast cln2 rad14	sgs1 mgt1	bub3	mec2-1	yeast mlh1 rad18	yeast rad50
CC(=O)OC1C=CC2Oc3ccc(C)cc3C1(C)O2 (centres undefined)	28	14	24	-4	35	13
CCOC(=O)C(=Cc1cccnc1C)C(=O)OCC	46	61	73*	52	58	71*
Nc1ncncc1C(C1=C(O)COC1=O)C1=C(O)COC1=O	35	8	-7	6	5	8
CC(=O)CCC(CCCC(CCC(C)=O)[N+](=O)[O-])[N+](=O)[O-] (centres undefined)	-9	1	14	15	4	-7

Given with two lines to a compound: five of the compounds above
Each structure is followed by: yeast cln2 rad14, sgs1 mgt1, bub3, mec2-1, yeast mlh1 rad18, yeast rad50
> Nc1nc(Cl)nc(Cl)c1N
→ -23, -17, -9, 7, -3, -22
> OC(c1ccc(-c2ccccc2)cc1)(c1ccc(-c2ccccc2)cc1)c1ccc(-c2ccccc2)cc1
→ -26, 16, 2, 16, 29, 3
> O=C1/C(=C\c2ccccc2)CCC/C1=C\O
→ 34, 6, 20, 46, 58, 40
> [O-]c1on[n+]2c1c(Nc1ccc(Cl)cc1)nc1ccccc12
→ -21, -22, -37, -28, -40, -31
> C[N+](C)(C)c1cccc2c1CCC/C2=N\N
→ 22, 12, 2, 3, 9, 51

Following part.
SMILES	yeast cln2 rad14	sgs1 mgt1	bub3	mec2-1	yeast mlh1 rad18	yeast rad50
CCN(C(=O)c1ccccc1Cl)C(c1ccco1)P(=O)(c1ccccc1)c1ccccc1 (centres undefined)	5	12	0	-12	-8	0
Cc1ccc(O)c(C=NCCN=Cc2cc(C)ccc2O)c1.[Cu+2]	8	6	-21	5	13	2
Cc1ccc(NC(=S)SCc2ccc(Cl)c(Cl)c2)cc1Cl	21	10	0	-1	13	30
Cc1cc(=O)oc2cc(O)cc(O)c12	-19	-9	-15	-9	7	16
NC(=O)C(=O)N/N=C1/c2ccccc2CC1C1(O)C(=O)Nc2c(Cl)cc(Cl)cc21 (centres undefined)	17	38	4	31	44	50
CCSc1nc2ccccc2o1	31	9	43	40	-16	54
CSc1nc(NC2OC(COC(C)=O)C(OC(C)=O)C(OC(C)=O)C2OC(C)=O)c(C(=O)CCl)c(=O)n1C (centres undefined)	6	3	5	16	24	7
CCOC(=O)/C=C\c1ccc(OC)cc1	33	-23	5	27	12	52
CCCCCCCCCCCCCCCCC/C(CC)=N/Nc1ccc([N+](=O)[O-])cc1[N+](=O)[O-]	-39	-25	-3	4	-9	-17
CC(=O)OC1CC2C=CC1C2 (centres undefined)	2	4	15	-4	-8	-4
[N-]=[N+]=NC1(c2ccccc2)C(=O)c2cccc3c2N(CCC3)C1=O (centres undefined)	27	41	43	39	55	62
CC(C)=C1C(=O)C[C@]2(C)C[C@H]3O[C@]3(C)CC[C@@H]3O[C@@]3(C)CC[C@@H]12	14	13	-2	-8	-67	0
CCC(=O)OC1CCC(OC(=O)CC)CC1 (centres undefined)	-2	2	-6	10	-6	7
O=C(CC(O)c1ccccc1)Sc1ccccc1 (centres undefined)	-9	63	80*	50	74*	72*
COc1ccccc1OCC(COC(=O)Nc1ccc(C)cc1)OC(=O)Nc1ccc(C)cc1 (centres undefined)	79*	85*	85*	82*	79*	88*
O=C1c2ccccc2C2(Br)C(=O)c3ccccc3C12Br (centres undefined)	99*	99*	98*	99*	99*	99*
Cc1cc2c(=O)c3ccccc3[nH]c2c(C(=O)O)c1C	10	8	-15	1	38	5
CC(=O)OCCN(CCOC(C)=O)C(C)=O	-19&7	0&19	-11&-1	8&6	-4&18	-2&23
COc1cccc(/C=N\NC(=O)N/N=C/c2cccc(OC)c2OC)c1OC	42	43	7	6	14	13
O=C1NC(=S)S/C1=C\c1cc(Cl)ccc1O	-22	61	-4	16	3	3
COC(=O)Cc1ccccn1	14	1	-22	-19	22	0
CCCCCCCCCCCCNC(=O)c1ccccc1O	21	18	11	24	36	13
O=C1CCCC2(c3ccc([N+](=O)[O-])cc3)C1C1C(=O)CCCC12c1ccc([N+](=O)[O-])cc1 (centres undefined)	13	14	5	-1	6	44
O=C1c2ccc(S(=O)(=O)O)cc2C(=O)c2ccc(S(=O)(=O)O)cc21	-63	48	55	26	74*	49
CC(C)Sc1nc2c(=O)[nH][nH]c(=O)c2n1Cc1ccccc1	-56	5	-5	-9	-8	-1
C=C1C(=O)O[C@@H]2[C@@H]3[C@@H](C)C(=O)C=C[C@]3(C)CC[C@@H]12	7	-11	-36	-49	-15	-16
[Cl][Pt+2][Cl].[NH-]CC1(C[NH-])CCC1	9	9	-19	2	-40	1
c1ccc2c(c1)oc1ccc3nsnc3c12	-1	14	20	-7	-10	7
CCOC(=O)C1CCC/C1=N/Nc1ccc([N+](=O)[O-])cc1[N+](=O)[O-] (centres undefined)	-22	3	-5	11	-5	-1
CCOc1ccc(N=Cc2cc(OC)c(OC)c(OC)c2)cc1	-3	13	5	1	-11	-14
c1ccc2sc(SSN3CC4CCC(CC4)C3)nc2c1	22	86*	84*	81*	81*	57
C(/C=C/Nc1ccc(-c2ccccc2)cc1)=Nc1ccc(-c2ccccc2)cc1	-48	-9	-10	-12	-40	-12
O=C(NNc1ccccc1OCc1ccccc1)C(F)(F)F	40	0	27	-20	11	0
C=C1C(=O)CCC1C(=O)O (centres undefined)	0	8	9	-1	-4	14
OCC(O)Cn1cnc2c(NO)ncnc21 (centres undefined)	-15	-8	5	-21	11	-18
CN(c1ccccc1)C1C2=C(CCCC2)OC(=O)C12SCCCS2 (centres undefined)	4	-1	-3	19	-2	7
Nc1ccc(OCc2ccccc2)cc1[N+](=O)[O-]	14	11	-4	-31	21	6
CC1CCC2(C)C(CC=C(C=O)C2(O)C=O)C12CO2 (centres undefined)	93*	94*	94*	95*	93*	93*
O=C(O)c1ccc(N2C(=O)c3ccccc3C2=O)cc1	-10	2	-18	5	42	-19
CC[P+](C)(C)c1ccccc1	8	2	12	-1	3	31
Cc1ccccc1NC(=S)NN	17	14	12	15	12	22
Cc1ccc2ncccc2c1	-12	2	4	-18	-6	-3
COC1=CC(=O)OC(c2ccccc2)(c2ccccc2)C1	13	9	14	-15	-4	-4
[O-][N+](=Nc1ccc2c(c1)Cc1ccccc1-2)c1ccc2c(c1)Cc1ccccc1-2	-19	25	0	-20	-7	26
CCCCCCCCCCCCSC1=C(Cl)C(=O)C(OC)=C(OC)C1=O	5	2	-7	-18	38	23
CC(C)(C)OC(=O)NNS(=O)(=O)CCC(N)C(=O)O (centres undefined)	-8	6	9	9	19	8
CCOC(=O)N1CN(C(=O)OCC)CN(C(=O)OCC)C1	-8	9	29	20	-5	16
CCCNC(=O)c1nc(SC)sc1NC(=O)c1ccccc1	18	-50	2	4	11	10
CCCCN(CCCC)CCC(O)c1cc2c(c3ccccc13)CCCC2 (centres undefined)	67	100*	98*	99*	100*	99*
Cc1c(CCCl)c(N=[N+]=[N-])n2c(nc3ccccc32)c1C#N	63	57	78*	71*	56	84*
Cc1ccc([N+](=O)[O-])cc1NC(=O)C(=O)C1CCC2=C(Sc3ccccc3N2)C1=O (centres undefined)	-18	-9	0	-17	-6	0
Cc1ccc(S(=O)(=O)OC[C@H]2CC=CC[C@@H]2COS(=O)(=O)c2ccc(C)cc2)cc1	-30	1	3	32	-6	-19
O=C1C(Cl)=C(Nc2ccc(S(=O)(=O)Nc3ccccn3)cc2)C(=O)c2ccccc21	99*	99*	99*	99*	99*	99*
CN=C(N/N=C/c1ccccc1)N(C)C	-3	-5	24	11	10	6
NC(=S)N/N=C1\c2ccccc2CCC1CCC1(O)CCc2ccccc2C1=O (centres undefined)	90*	92*	46	88*	93*	87*
C[C@@H]1C[C@@H]2C(=O)N(c3ccccc3)C(=O)[C@@H]2c2[nH]c3ccc(Br)cc3c21	0	16	-8	-13	-20	0
Cc1ccc(O)c(-c2cc(-c3ccccc3)nc(/N=C\c3ccccc3)n2)c1	-9	-17	-18	-9	-22	-5
Cc1nc(C(N)=S)sc1C(/C=C/c1ccc(Cl)c(Cl)c1)=N/NC(C)(C)C	-25	-2	7	6	-6	-11
N#CC(C#N)=C1Cc2ccccc2C1	-36	17	-24	14	19	22
Cc1c(C2CCSc3ccccc3N2)sc2ccccc12 (centres undefined)	15	11	5	-27	7	-17
Remaining list, next part:
SMILES	yeast cln2 rad14	sgs1 mgt1	bub3	mec2-1	yeast mlh1 rad18	yeast rad50
CC(=O)c1cccc(NC(=O)Oc2ccc(C(=O)OCc3ccccc3)cc2)c1	43	81*	92*	89*	93*	71*
O=C(CC(c1cccnc1)C(C(=O)c1ccc(Cl)cc1)C(CC(=O)c1ccc(Cl)cc1)c1cccnc1)c1ccc(Cl)cc1 (centres undefined)	37	52	31	65	87*	59
CN(Cc1cnc2nc(N)nc(N)c2n1)c1ccc(C(=O)NC(CCC(=O)OCc2cc3c(cc2Cl)OCO3)C(=O)OCc2cc3c(cc2Cl)OCO3)cc1 (centres undefined)	45	42	-9	58	46	17
COCCN(CCOC)C(=O)Nc1ccc(Cl)cc1	4	10	1	6	10	5
CS(=O)(=O)OC1C(OC(=O)c2ccccc2)OC(COC(=O)c2ccccc2)C1OC(=O)c1ccccc1 (centres undefined)	-29	5	10	-14	-14	15
Oc1ccc(Cl)c2cccnc12	98*	99*	99*	99*	98*	99*
O=C1C(=O)c2ccccc2C(O)=C1CN1CCOCC1	5	14	28	32	9	32
O=C(Nc1nn[nH]n1)c1nc(-c2ccccc2)cc(=O)[nH]1	1&-50	5&7	-6&6	10&-4	-2&2	-10&-16
CN(C)CCC1(C2=CCCC2)CC/C(=C\c2ccc3c(c2)OCO3)C1=O (centres undefined)	16	-22	-3	-14	18	5
COc1ccc2cc1Oc1cc3c(cc1OC)CC[N+](C)(C)C3Cc1ccc(cc1)Oc1c(OC)c(OC)cc3c1C(C2)[N+](C)(C)CC3 (centres undefined)	11	-46	-23	-16	-19	-29
CN(C)C(=O)C1Cc2ccccc2CC1C(=O)N(C)C (centres undefined)	-22	1	-4	-1	-10	0
CCCOc1ccccc1COC(C)=O	-6	-1	-3	3	-11	11
Cc1cn(CCC(N)C(=O)O)c(=O)[nH]c1=O (centres undefined)	-37	-40	-59	-32	-7	-5
O=C(CSc1nnc(Cc2ccccc2)o1)Nc1cccc([N+](=O)[O-])c1	-10	12	-8	5	-17	21
O=S(=O)(Nc1nc2ccccc2nc1Nc1ccc2ccccc2c1)c1ccccc1	13	4	-6	21	-29	25

Screening data from PubChem BioAssay.
